NFkB transloc pot – enhances IL-1B driven NFkB nuclear translocation; HUVEC IL-1B NFkB p65 nuclear translocation imaging; activation, % at 2 µM; 0.3% of 94,000 active; AID 819;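 active = activation above 40%, about the mean plus 3 SD, also judged a hit on visual image review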;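 also: percent activation is computed from the nuclear over cytoplasmic p65 intensity ratio; values of inactives mirror those of a sister screen read the other way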
MRP reversal – compounds reversing MRP-mediated drug resistance; H69AR cells + 2 uM doxorubicin, CellTiter-Glo, 72 h; differential viability (reversal), % at 10 µM; 0.04% of 85,000 active; AID 602;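 active = viability drop by adding the cancer drug above about 55%, with treated viability meeting a 40% cutoff, limit read from the data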;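 also: viability without doxorubicin minus viability with 2 µM doxorubicin for each compound; larger differential means the compound sensitizes cells more to doxorubicin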
PLAP inhibitors HTS – inhibition of human placental alkaline phosphatase – biochemical, luminescence, HTS (AID 690); purified PLAP, luminescent substrate; higher % means a stronger effect; one-dose inhibition, % at 20 µM; IC50 in µM for titrated hits; 0.08% of 96,000 active; in the data active = a potency from the dose series; inactive = the rest, 99 in 100 with inhibition below about 30%; also: strong numbers were not always called active
NFkB transloc inh – blocks IL-1B driven NFkB nuclear translocation in HUVEC cells; HUVEC IL-1B NFkB p65 nuclear translocation imaging; inhibition, % at 2 µM; 0.43% of 94,000 active;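 active = inhibition above about 30% together with a positive call from visual inspection of the well image, limit read from the data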;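 also: nuclear over cytoplasmic p65 intensity ratio measured by imaging; 0% = IL-1B stimulated DMSO wells and 100% = unstimulated DMSO wells; values of inactives mirror those of a sister screen read the other way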
Bcl-B TR3 displacers – displacers of TR3 peptide from Bcl-B, primary screen, selectivity assay for Bfl-1 inhibitor project, biochemical, fluorescence polarization | FP displacement of FITC-TR3 peptide from Bcl-B; higher % means a stronger effect | one-dose displacement, % at 20 µM; IC50 in µM for titrated hits | 0.11% of 96,000 active | AID 748;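 active = displacement above 50% at 20 µM plus a fluorescence interference ratio under 1.5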;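 also: plate controls were wells without compound for no effect and wells lacking Bcl-B protein for full effect; a part of the inactive calls stands beside numbers as strong as those of hits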
MRP reversal cytotoxicity – recorded beside MRP reversal, whose call it bears; viability, %; H69AR cells, CellTiter-Glo, 72 h; measured here: cytotoxicity without doxorubicin
MRP reversal with doxorubicin – also measured in MRP reversal; calls as there; viability, %; measured here: viability with 2 uM doxorubicin; active compounds read low
NFkB transloc inh cell count 2 µM – further read-out of NFkB transloc inh, marked with its call; cell count; measured here: cells passing quality filter;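 raw number of nuclei counted in each imaged well without normalization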
NFkB transloc pot cell count 2 µM – recorded beside NFkB transloc pot, whose call it bears; cell count; measured here: cells passing quality filter
Numbers without * were called inactive; nt = no result given. The list is partial. The share of hits here may be higher or lower than overall.

SMILES	NFkB transloc pot	NFkB transloc pot cell count 2 µM	MRP reversal	MRP reversal cytotoxicity	MRP reversal with doxorubicin	PLAP inhibitors HTS	NFkB transloc inh	NFkB transloc inh cell count 2 µM	Bcl-B TR3 displacers
CCOCC(=O)Nc1ccc(S(=O)(=O)N2CCOCC2)cc1	-7.8	187	-13.6	63.2	76.8	-6.4%	7.8	187	-5.1%
Cc1ccc(SCCNC(=S)Nc2ccccc2)cc1	-0.7	167	-7.7	101.4	109.1	29.1%	0.7	167	-3.8%
O=C(CCC1=NS(=O)(=O)c2ccccc2N1)NC1CCCCCCC1	9.1	87	16.2	83.1	66.9	-1.1%	-9.1	87	8.8%
CCOc1ccc(CCNS(=O)(=O)c2cccc3nsnc23)cc1OCC	-5.3	164	12.9	70.8	57.9	-39.9%	5.3	164	-5.5%
O=c1[nH]c2ccccc2n2c(-c3ccccc3)nnc12	-3.1	186	nt	nt	nt	-36.6%	3.1	186	17.5%
Cc1c(NC(=O)C(C)N2CC(C)OC(C)C2)c(=O)n(-c2ccccc2)n1C (stereo not drawn)	0.5	120	18.6	94.6	76.0	21.1%	-0.5	120	-11.1%
CC1=CC(=NOC(=O)/C=C/c2ccccc2)C=C(C)C1=O	0.3	152	nt	nt	nt	13.1%	-0.3	152	2.1%
CC(C)Cn1c(CN2C(=O)c3ccccc3C2=O)nc2ccccc2c1=O	-8.8	117	6.8	94.8	88.0	-13.8%	8.8	117	-13.3%
O=C(CSc1ccc(-c2nc3ccccc3[nH]2)cn1)Nc1ccc2c(c1)OCCO2	4.2	148	nt	nt	nt	-8.3%	-4.2	148	4.7%
NC(=O)SCC(=O)Nc1ccc(Cl)c(Cl)c1	-5.7	109	-3.3	11.1	14.4	25.0%	5.7	109	-8.3%
O=[N+]([O-])c1ccccc1/C=N/Nc1nccnc1Cl	5.0	132	nt	nt	nt	27.7%	-5.0	132	-0.7%
CCCCCn1c(SCC2CCCO2)nc2cc(C(=O)N3CCC(C(N)=O)CC3)ccc2c1=O (stereo not drawn)	31.6	133	16.8	64.0	47.1	-27.6%	-31.6	133	-0.5%
CCOc1ccccc1NC(=S)N1CCC(NC(=O)NC23CC4CC(CC(C4)C2)C3)CC1	-5.2	167	nt	nt	nt	1.3%	5.2	167	8.9%
O=C(c1ccco1)N1CCN(C(c2ccc(Cl)cc2)c2nnnn2CC2CCCO2)CC1 (stereo not drawn)	5.5	80	-9.0	86.3	95.2	-56.5%	-5.5	80	-9.3%
Cc1ccc(N2CC(C(=O)Nc3ccccc3C(=O)NC3CCCCC3)CC2=O)cc1 (stereo not drawn)	5.1	178	12.9	98.9	85.9	nt	-5.1	178	nt
C/[N+]([O-])=C1\Cc2ccccc2C1=O	-6.6	102	3.4	86.2	82.8	16.7%	6.6	102	2.0%
Cc1ccc(CN2CCN(CC(=O)NCc3ccc(Cl)cc3)C2=O)cc1	18.2	52	10.9	99.8	88.9	8.5%	-18.2	52	0.2%
CC(C1CC1)N(C(=O)c1ccccc1O)c1ccccc1 (stereo not drawn)	nt	nt	15.6	95.9	80.4	-29.8%	nt	nt	-13.4%
O=C(O)c1ccc(CSCc2ccco2)cc1	20.7	115	10.6	101.7	91.1	2.4%	-20.7	115	-2.1%
CN(C)C(CNC(=O)CCCc1c[nH]c2ccccc12)c1ccco1 (stereo not drawn)	-3.9	141	20.9	96.5	75.6	-28.1%	3.9	141	-8.5%
CCOP(C)(=O)C1(C(=O)OCc2ccccc2)CC1 (stereo not drawn)	nt	nt	-11.6	95.6	107.2	9.9%	nt	nt	5.5%
CCOC(=O)CSc1nnc(CNC(=O)c2cccs2)n1-c1cc(OC)ccc1OC	-7.3	154	7.3	92.0	84.7	-6.1%	7.3	154	-5.6%
Cc1cc(C(=O)N2CCN(C(c3ccccc3)c3ccccc3)CC2)on1	2.4	143	3.4	91.3	88.0	-50.9%	-2.4	143	4.3%
O=C(CCN1C(=O)c2ccccc2C1=O)N1CCOCC1	-4.2	71	0.1	97.3	97.3	nt	4.2	71	nt
O=C(NCc1ccco1)c1ccccc1-c1nc(-c2ccccc2)no1	5.5	202	-0.2	89.4	89.6	26.9%	-5.5	202	4.5%
CCOC(=O)COn1c(=O)c(=O)n(OC)c2ccccc21	10.7	113	12.6	94.9	82.3	-17.6%	-10.7	113	-6.8%
CCC(C)c1ccccc1NC(=S)Nc1cccnc1 (stereo not drawn)	0.8	182	-7.9	82.9	90.8	-3.7%	-0.8	182	-6.2%
O=C(Nc1ccc2snnc2c1)N1CCOCC1	25.8	207	-7.2	89.7	96.9	-6.5%	-25.8	207	9.1%
COc1cc(C2C(C#N)=C(N)Oc3c2ccc2ccccc32)ccc1OCC(=O)Nc1ccccc1C (stereo not drawn)	-8.0	96	nt	nt	nt	-35.8%	14.5	142	-21.1%
CC1(C)Cc2nc3sc4c(=O)n(CC(N)=O)cnc4c3cc2CO1	-2.1	170	nt	nt	nt	-7.6%	2.1	170	7.0%
CS(=O)(=O)NCc1csc(-c2ccccc2)n1	-7.0	99	-4.9	87.8	92.6	0.5%	7.0	99	-8.9%
CCOC(=O)CSc1nnc(Cc2cc(=O)[nH]c(=O)[nH]2)n1-c1ccc(Cl)cc1	6.8	87	-4.4	97.3	101.7	-11.6%	-6.8	87	21.7%
c1coc(-c2nc3nc4ccccc4nc3n2-c2ccc3c(c2)OCCO3)c1	nt	nt	-4.5	90.8	95.3	-11.1%	nt	nt	47.9%
Cc1cnn(C(=S)NCc2ccco2)c1	32.5	121	7.1	94.6	87.5	-22.1%	-32.5	121	-5.1%
CCc1nc(C)ccc1OCC(=O)NCCCN(C)C	1.8	162	5.4	89.1	83.7	-12.3%	-1.8	162	7.1%
COc1cc(OC)nc(NC(=O)CCl)n1	22.9	126	4.9	98.7	93.8	-13.1%	-22.9	126	-2.6%
Cc1cc(C(=O)CSc2nnc(-c3ccco3)o2)c(C)n1Cc1ccco1	4.8	117	-4.2	91.4	95.5	14.0%	-4.8	117	-11.9%
O=C(NC12CC3CC(CC(C3)C1)C2)N1CCC(n2nnc3ccccc32)CC1	nt	nt	17.8	88.7	70.9	-2.5%	nt	nt	5.0%
C=CCNC(=O)c1ccc(CNS(=O)(=O)c2ccc(NC(C)=O)cc2)cc1	6.5	176	nt	nt	nt	2.6%	-6.5	176	-6.1%
Cn1c(=O)c2c(nc(CN3CCN(c4ccccc4)CC3)n2Cc2ccccc2Cl)n(C)c1=O	-4.6	127	-37.3	23.6	60.9	-62.0%	4.6	127	4.4%
Cc1ccc(-n2nc3c(c2NC(=O)c2ccc4c(c2)OCO4)CSC3)cc1	-97.5	8	-4.1	84.6	88.8	nt	97.5*	8*	nt
COc1ccc(/C=c2\sc3nc(-c4ccccc4)c(-c4ccccc4)n3c2=O)cc1OC	33.3	95	nt	nt	nt	-13.8%	-33.3	95	-151.0%
O=C(NC1CCCCC1)C1CCCN(S(=O)(=O)c2cccs2)C1 (stereo not drawn)	17.9	166	5.8	83.5	77.7	-14.2%	-17.9	166	-8.9%
COc1ccc(C(=O)c2cnc3ccccc3c2-c2ccccc2)cc1	10.2	173	nt	nt	nt	-9.4%	-10.2	173	-2.0%
CC(=O)c1sc(NC(=O)c2ccc(C)cc2)nc1C	6.6	121	5.3	80.0	74.8	-21.1%	-6.6	121	-3.1%
CCOC(=O)N1CCC(NC(=O)c2cc(S(=O)(=O)N3CCc4ccccc43)cn2C)CC1	-12.5	90	-4.2	100.2	104.4	12.6%	12.5	90	-1.8%
Cc1ccc(C(=O)Nc2ccc(Cc3ccncc3)cc2)cc1[N+](=O)[O-]	0.4	158	nt	nt	nt	5.4%	-0.4	158	2.2%
CCOC(=O)CN1C(=O)S/C(=C/c2ccc(N3CCCCC3)o2)C1=O	7.5	84	nt	nt	nt	-4.2%	-7.5	84	-228.5%
CCc1nc(-c2ccccc2)cc(=O)[nH]1	2.2	138	14.3	105.0	90.7	6.7%	-2.3	138	-1.4%
Cc1cc(C)c2nc(N3CCC(C(=O)N4CCN(C(=O)c5ccco5)CC4)CC3)sc2c1	-10.7	106	2.2	90.5	88.2	-55.4%	10.7	106	2.8%
O=C(c1ccco1)N1CCN(S(=O)(=O)c2ccc3[nH]c(=O)oc3c2)CC1	-12.5	150	-11.9	103.3	115.2	-9.5%	12.5	150	-7.2%
C=CCNC(=S)NNC(=O)COc1cccc(Cl)c1	2.1	166	nt	nt	nt	11.6%	-2.8	151	-1.0%
CCOC(=O)c1cnn2c(C)cc(-c3ccccc3)nc12	9.0	118	0.8	90.9	90.2	-47.9%	-9.0	118	-2.2%
CCOC(=O)CNC(=O)CSc1nnc(-c2ccco2)n1Cc1ccco1	-7.9	92	-1.5	103.8	105.3	-44.1%	7.9	92	10.0%
CC1CC(C)CN(Cc2nc3c(c(=O)n(C)c(=O)n3C)n2CCN2CCOCC2)C1 (stereo not drawn)	-4.3	78	-8.3	79.4	87.7	-48.4%	4.3	78	-4.2%
O=C1CC(SC(=Nc2ccccc2)Nc2ccccc2)C(=O)N1c1cccc2ccccc12 (stereo not drawn)	1.1	161	nt	nt	nt	22.1%	-1.1	161	4.5%
O=C(O)C1CSC(CCc2ccccc2)N1 (stereo not drawn)	nt	nt	-44.5	48.0	92.6	-2.5%	nt	nt	-9.6%
COc1ccc(Cc2nc(C(=O)NCc3ccccc3OC)cs2)cc1	-4.6	227	nt	nt	nt	-10.8%	4.6	227	3.1%
Cc1nn(-c2ccc(F)cc2)c2nc(N)c(C#N)c(-c3cccs3)c12	-3.4	197	0.5	58.9	58.3	-11.5%	3.4	197	5.4%
COCCn1nnnc1C(c1ccc(OC)c(OC)c1)N1CCN(c2nc3ccccc3s2)CC1 (stereo not drawn)	27.1	128	nt	nt	nt	-56.5%	-27.1	128	-4.7%

Reformatted with each value named: 2 of the compounds above
COc1ccc(C(=O)c2cnc3ccccc3c2-c2ccccc2)cc1
  NFkB transloc pot: 10.2
  NFkB transloc pot cell count 2 µM: 173
  MRP reversal: nt
  MRP reversal cytotoxicity: nt
  MRP reversal with doxorubicin: nt
  PLAP inhibitors HTS: -9.4%
  NFkB transloc inh: -10.2
  NFkB transloc inh cell count 2 µM: 173
  Bcl-B TR3 displacers: -2.0%
CC(=O)c1sc(NC(=O)c2ccc(C)cc2)nc1C
  NFkB transloc pot: 6.6
  NFkB transloc pot cell count 2 µM: 121
  MRP reversal: 5.3
  MRP reversal cytotoxicity: 80.0
  MRP reversal with doxorubicin: 74.8
  PLAP inhibitors HTS: -21.1%
  NFkB transloc inh: -6.6
  NFkB transloc inh cell count 2 µM: 121
  Bcl-B TR3 displacers: -3.1%

Carrying on.
SMILES	NFkB transloc pot	NFkB transloc pot cell count 2 µM	MRP reversal	MRP reversal cytotoxicity	MRP reversal with doxorubicin	PLAP inhibitors HTS	NFkB transloc inh	NFkB transloc inh cell count 2 µM	Bcl-B TR3 displacers
O=C(N/N=C/c1cccc(Oc2ccccc2)c1)c1cccc(Br)c1	13.1	179	nt	nt	nt	-10.8%	-13.1	179	-4.1%
Cc1cc(C)c(C(=O)CSc2n[nH]c(=O)n2C2CC2)cc1C	-9.9	95	10.8	96.5	85.7	-40.7%	9.9	95	-4.4%
CCN1CCCC1CN=Cc1c(O)n(-c2ccccc2)c(=O)c2ccccc12 (stereo not drawn)	-1.6	145	6.4	104.1	97.7	-18.0%	1.6	145	1.2%
CCOC(=O)C1CCN(C(=O)/C=C/c2ccccc2OC)CC1	5.1	176	-9.6	66.5	76.1	17.3%	-5.1	176	9.1%
Cc1nonc1NC(=O)CSc1nnc(-c2ccoc2C)n1-c1cccc(Cl)c1	1.4	57	-4.8	82.2	87.0	nt	-1.5	57	nt
C=CCSc1nc(N)c(C#N)c(-c2ccccc2)c1C#N	-4.2	201	5.2	88.3	83.1	14.6%	4.2	201	11.4%
CCc1nc(SCC(=O)N2c3ccccc3Sc3ccccc32)c2ccccc2n1	2.6	90	nt	nt	nt	-0.5%	-2.6	90	3.1%
CCOc1ccccc1NC(=O)Cn1c(=O)n(CCC(=O)NC2CCCC2)c(=O)c2ccccc21	7.1	75	8.9	99.0	90.1	-37.8%	-7.1	75	-36.4%

Compound activity as filed in PubChem.
